Assay outcomes: PubChem BioAssay, several laboratories
COUP-TFII inh = inhibitors of human COUP-TFII (NR2F2); 370,000 tested, 0.7% active; P24468; inhibition, % at 8.6 µM; AID 686940; HEK293T NGFI-A luciferase reporter, luminescence;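 active means inhibition above a per-plate cutoff, mean inhibition of test wells between control levels plus 3 SD, cut at about 38% in these data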;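 further: cells cotransfected with COUP-TFII expression vector driving the NGFI-A reporter; 0% = median of COUP-TF2 test wells and 100% = reporter-only cells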
Target sequence (P24468 whole entry, looked up): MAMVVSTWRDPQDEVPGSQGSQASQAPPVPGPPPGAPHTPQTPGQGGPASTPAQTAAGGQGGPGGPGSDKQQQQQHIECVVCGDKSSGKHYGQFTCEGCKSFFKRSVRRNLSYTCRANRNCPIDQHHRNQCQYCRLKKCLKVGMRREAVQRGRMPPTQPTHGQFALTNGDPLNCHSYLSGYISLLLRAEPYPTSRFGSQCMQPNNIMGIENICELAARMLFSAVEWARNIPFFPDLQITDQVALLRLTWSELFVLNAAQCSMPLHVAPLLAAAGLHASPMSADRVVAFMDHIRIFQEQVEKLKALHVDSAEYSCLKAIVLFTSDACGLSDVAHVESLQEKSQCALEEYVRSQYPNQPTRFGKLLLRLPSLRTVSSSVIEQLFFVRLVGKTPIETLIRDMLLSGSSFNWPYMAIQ
NCOA3 inh = human NCOA3 inhibition | HEK293 GAL4-SRC3 luciferase reporter, luminescence | inhibition, % at 3.6 µM | 360,000 tested, 0.17% active | Q9Y6Q9;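 active means inhibition above a per-campaign cutoff, the mean of all compounds plus 3 SD, cut at about 60% in these data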;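 further: 0% = DMSO-treated cells and 100% = gossypol-treated cells at 36 µM; higher means less SRC3-driven luciferase light from the GAL4 reporter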
NCOA1 inh = inhibits human SRC1 coactivator | 360,000 tested, 0.12% active | AID 588354 | Q15788 | HEK293 GAL4-SRC1 luciferase reporter, luminescence | inhibition, % at 3.6 µM;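 active means inhibition above the campaign mean plus 3 SD, with each screening campaign given its own cutoff, cut at about 60% in these data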;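 further: 0% = DMSO treated cells and 100% = gossypol at 36 µM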
LRH-1 inv ag = suppresses constitutive activity of human LRH-1. 360,000 tested, 0.13% active. O00482. inhibition, % at 3.6 µM. HEK293T StAR-luciferase reporter, LRH-1 transfected, 24 h;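 active means inhibition above the mean inhibition of all tested compounds plus 3 SD, cut at about 73% in these data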;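 further: 0% = DMSO wells and 100% = reporter-only cells lacking LRH-1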
Target sequence (O00482 whole entry, looked up): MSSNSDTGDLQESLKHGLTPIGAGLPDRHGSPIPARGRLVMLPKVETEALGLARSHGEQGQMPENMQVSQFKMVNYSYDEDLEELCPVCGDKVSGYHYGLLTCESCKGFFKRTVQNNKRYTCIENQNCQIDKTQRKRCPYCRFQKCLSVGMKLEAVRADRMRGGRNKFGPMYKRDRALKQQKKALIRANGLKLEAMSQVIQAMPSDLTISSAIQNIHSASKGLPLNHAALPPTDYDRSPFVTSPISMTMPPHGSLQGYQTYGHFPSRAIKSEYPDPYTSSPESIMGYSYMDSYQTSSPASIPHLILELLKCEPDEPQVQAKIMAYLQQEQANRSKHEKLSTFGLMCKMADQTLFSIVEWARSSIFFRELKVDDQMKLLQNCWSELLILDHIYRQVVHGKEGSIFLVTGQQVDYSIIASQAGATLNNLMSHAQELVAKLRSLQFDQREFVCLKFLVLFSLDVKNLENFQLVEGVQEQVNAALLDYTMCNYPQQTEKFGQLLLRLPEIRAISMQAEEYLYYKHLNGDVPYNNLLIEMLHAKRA
TWEAK-Fn14 inh = blocks TWEAK-Fn14 interaction in a reporter cell assay. TWEAK-stimulated Fn14 reporter cells, luciferase luminescence, 8 h. 360,000 tested, 2% active. inhibition, % at 10 µM; in the data active means inhibition above about 50%
EBV LMP1 NFkB = reduces LMP1-driven NF-kappaB luciferase signal; 350,000 tested, 0.69% active; LMP1-induced NF-kappaB luciferase reporter cells, luminescence; AID 504558; inhibition, % at 12.5 µM; in the data active means inhibition above about 41%;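 further: 0% = neutral control wells and 100% = reference inhibitor control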
TRAIL sens C8 = sensitizes caspase-8 expressing cells to TRAIL; NB7+C8 cells + TRAIL, ATPlite viability luminescence; inhibition (viability loss, TRAIL sensitization), % at 10 µM; 360,000 tested, 1% active;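 active means compounds causing at least 50% loss of cell viability in the single-dose screen, relative to plate controls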
TROY NFkB inh = TROY signaling inhibition. Q293 LMP1-TROYcd NF-kB luciferase reporter, 4 h. inhibition, % at 10 µM. 360,000 tested, 0.98% active. AID 1347056;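 active means compounds whose plate-normalised and pattern-corrected inhibition of the luciferase reporter signal at the single screening dose is 50% or more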
CF NFkB inh = inhibitors of cystic fibrosis induced NF-kB. KKLEB NF-kB-GFP reporter, PAF-induced, GFP fluorescence overnight. inhibition, % at 5 µM. 360,000 tested, 0.86% active;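 active means at least 50% inhibition at 5 µM, scaled per plate between neutral and stimulator controls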;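 further: PAF is a Pseudomonas aeruginosa culture filtrate used as stimulus; plate controls were PAF-stimulated DMSO wells for no effect and unstimulated DMSO wells for full effect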
KKLEB cytotox = counter-screen for CF NF-kB inhibitors: cytotoxicity. 360,000 tested, 0.36% active. activity change (cytotoxicity), % at 5 µM. KKLEB CF airway cells viability, ATPlite luminescence, overnight; hits give low values; cells stimulated with P. aeruginosa culture filtrate. AID 602141;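 active means corrected activity change at or below -50% at 5 µM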
SRC2 inh = inhibits human steroid receptor coactivator 2 | inhibition, % at 9 µM | 370,000 tested, 0.17% active | HEK293 GAL4-SRC2 luciferase reporter, luminescence | Q15596;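 active means inhibition above the mean inhibition of all tested compounds plus 3 SD, set per campaign, cut at about 52% in these data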;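 further: 0% = DMSO treated cells and 100% = cells given Gossypol at 36 µM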
An asterisk follows results filed as active; x = no result given.

SMILES | COUP-TFII inh | NCOA3 inh | NCOA1 inh | LRH-1 inv ag | TWEAK-Fn14 inh | EBV LMP1 NFkB | TRAIL sens C8 | TROY NFkB inh | CF NFkB inh | KKLEB cytotox | SRC2 inh
CCOc1ccc(NC(=O)CN(C)C(=O)c2ccc(N3CCOCC3)c([N+](=O)[O-])c2)cc1OCC | 15 | 16 | 8 | -26 | -5 | -2 | -16 | 9 | -19 | 9 | -4
COc1ccccc1NS(=O)(=O)c1cccc(NC(=O)c2[nH]c(C)c(C(C)=O)c2C)c1 | 7 | 19 | 12 | 14 | 23 | 4 | 32 | -1 | -51 | -17 | -15
COc1ccc(C(=O)Nc2ccccc2N2CCOCC2)cc1S(=O)(=O)N1CCCC1 | 14 | -14 | -10 | -13 | 11 | -5 | -6 | -5 | 11 | -13 | -21
Cc1noc(NS(=O)(=O)c2ccc(NC(=O)C(C)(C)C)cc2)c1C | 20 | 8 | 10 | 12 | 31 | 5 | -24 | 3 | -13 | 1 | 0
CCC12CN3CC(CC)(CN(C1)C3c1ccc(OC(C)C)cc1)C2=O (centres undefined) | 4 | -6 | -1 | 22 | -2 | -3 | -10 | 2 | 4 | -1 | 8
CC(=O)c1cccc(NC(=O)c2cc(C)no2)c1 | 1 | -11 | -12 | -5 | 4 | 2 | -24 | -16 | -18 | -11 | -25
CCc1nc2ccc(F)cc2c(C(=O)NC2CCCCC2C)c1C (centres undefined) | 2 | 3 | 0 | -6 | -12 | -3 | 6 | -4 | -10 | 8 | 0
COc1ccc(S(=O)(=O)Nc2cc3c4c(c2)CCN4C(=O)CC3)cc1C | -11 | -16 | -3 | -17 | -4 | 6 | -1 | -22 | 0 | -19 | 3
COc1ccc(S(=O)(=O)N2CCN(CC(=O)Nc3sccc3C(N)=O)CC2)cc1OC | -7 | -15 | -8 | 0 | -35 | 5 | 3 | 7 | -26 | 9 | -10
CCOC(=O)C1CCN(c2c(NCc3ccc(N(C)C)cc3)c(=O)c2=O)CC1 | 12 | 1 | -2 | -1 | 8 | -10 | -6 | -5 | 4 | 0 | -10
Cc1ccc(CNc2oc(COc3ccccc3Cl)nc2C#N)cc1 | 18 | 5 | -12 | -4 | -3 | -6 | -7 | -20 | 10 | 6 | -21
O=C(Nc1ccc2c(c1)OCO2)c1cccc(S(=O)(=O)N2CCOCC2)c1 | -12 | -22 | -35 | -5 | -29 | -1 | 27 | -21 | -1 | 8 | -46
Cc1csc(NC(=O)CSc2ccccc2F)n1 | -43 | -36 | -39 | -76 | -18 | -66 | -8 | -59 | -12 | 10 | -39
CCCCN1C(=O)C(CC(=O)NC2CCCC2)CC(C(=O)N(CC)CC)=C1C (centres undefined) | -8 | -21 | 0 | -11 | 14 | 10 | -22 | 1 | -13 | -5 | 4
Cc1cc(Br)c(S(=O)(=O)NCc2ccncc2)cc1C | 54* | 11 | 13 | 33 | 33 | 17 | 16 | 21 | 6 | 13 | 15
C/C(=N\NC(=O)COc1ccc(C(C)(C)C)cc1)c1ccccc1 | 26 | 5 | 4 | -8 | -5 | 4 | -11 | -34 | 1 | -4 | -7
CCS(=O)(=O)N1CCC(C(=O)OCC(=O)c2ccc(Br)cc2)CC1 | -9 | 14 | 0 | -2 | -3 | 3 | -15 | 19 | 9 | -4 | -24
C=CCN1C(=O)/C(=C/N(C)C)S/C1=N\S(=O)(=O)c1cccs1 | -2 | 6 | 9 | 10 | 12 | 2 | -1 | 17 | -16 | -5 | -21
CC1CCCN(CCOCCOc2ccc(Br)cc2Cl)C1 (centres undefined) | 0 | 15 | 9 | 19 | -18 | 6 | -1 | -7 | 20 | -16 | 5
Nc1cc(N)nc(SCC(=O)c2ccc3c(c2)NC(=O)CO3)n1 | -4 | -4 | -22 | 0 | -16 | 44* | -12 | 2 | -1 | -2 | -24
O=C(N/N=C\c1ccc(S(=O)(=O)O)o1)c1ccc2c(c1)OCO2 | 4 | -17 | 5 | 3 | 2 | 6 | 4 | -12 | 5 | -11 | 8
CC(C)n1nnnc1SCC(=O)NCc1ccc2c(c1)OCO2 | 13 | 9 | -2 | 5 | 2 | 5 | -6 | 12 | 12 | 6 | 2
CC1(C)OC(=O)C2=C(C[C@@H](C3CCCCC3)O[C@@H]2c2ccc(Cl)cc2)O1 | 8 | x | x | 23 | -6 | x | 4 | 7 | x | x | -25
Cc1ccc2c(c1)N(CC(=O)Nc1ccccc1F)C(=O)CO2 | 18 | -11 | 3 | -6 | -28 | 23 | 8 | -6 | 4 | -8 | 0
Cn1cc(SCC(=O)Nc2ccc3c(c2)OCO3)c2ccccc21 | -14 | -2 | 6 | 20 | 2 | 1 | -14 | -5 | 3 | 0 | -7
O=C(Nc1nc(-c2ccccn2)cs1)c1ccc([N+](=O)[O-])o1 | -3 | 16 | -36 | 50 | 9 | 1 | 19 | 8 | 10 | 6 | 14
Cc1ccc2nc(Cl)c(/C=N/n3c(C)nnc3C)cc2c1 | 8 | -3 | -18 | -15 | -10 | -9 | -6 | -11 | -28 | -6 | -11
COc1ccccc1OCCn1cc(/C=N/NC(N)=S)c2ccccc21 | 18 | -21 | 6 | 34 | 24 | 0 | 20 | 10 | -70 | -14 | -6
CCc1ccc(N2C(=O)CN(Cc3ccc(OC)c(OC)c3)C2=S)cc1 | 12 | 23 | 14 | 13 | 9 | 11 | 6 | 18 | 8 | -4 | 10
Cc1ccccc1OCC(=O)NN1C(=O)C2C3C=CC(O3)C2C1=O (centres undefined) | 8 | -6 | -8 | -3 | -14 | 2 | 5 | 3 | 12 | -5 | -19
CC(C)CC(N)c1csc(Nc2ccc(C(F)(F)F)cn2)n1 (centres undefined) | 18 | 11 | 12 | 7 | 2 | x | 35 | 3 | 17 | -20 | 10
O=C1CCC2CN3CCc4c([nH]c5ccccc45)C3CC2C1 (centres undefined) | 2 | -2 | 0 | -1 | 3 | 2 | 19 | -3 | 3 | -3 | -34
CC1CCc2cc(F)ccc2N1C(=O)CCl (centres undefined) | x | 15 | 2 | 22 | 16 | 5 | 94* | 3 | -5 | -3 | x
O=[N+]([O-])c1ccc(N2CCOCC2)cc1O | 26 | 9 | 3 | 4 | -12 | -5 | 4 | -8 | -14 | 8 | -5
O=C(Nc1ccc2c(c1)OCO2)C1CCCCC1 | -14 | -38 | -32 | -22 | -25 | -10 | 3 | -31 | -24 | 8 | -49
Clc1cccc(-c2nc3c4ccccc4ccn3c2Cc2ccsc2)c1 | -40 | -40 | -11 | -9 | -23 | x | 7 | -54 | -31 | 0 | -9
COC(=O)c1c(-c2snnc2C)n[nH]c1C | -13 | 3 | 2 | -11 | 8 | -3 | 6 | -16 | -24 | 6 | 12
CC(C)CC(NC(=O)OC(C)(C)C)c1cn([C@@H](Cc2cc3ccccc3[nH]2)C(=O)N2CCN(C(=O)OC(C)(C)C)CC2)nn1 (some centres undefined) | 3 | -3 | 8 | 14 | 5 | 9 | 26 | 18 | -9 | 0 | 5
CC1(C)CC(c2nc(-c3ccc(Cl)cc3)cs2)CCS1 (centres undefined) | 0 | 6 | -10 | 13 | 1 | -6 | 3 | -28 | 2 | -4 | 4
Cc1cc(NCc2ccco2)nc(N2CCC(C(=O)NC3CCCCC3)CC2)n1 | -5 | 6 | -10 | 1 | 11 | -2 | -5 | -8 | 11 | -8 | 11
CN(Cc1ccccc1)C(=O)COC(=O)c1cc(NS(=O)(=O)c2cccs2)ccc1O | 8 | -2 | 5 | -3 | 42 | 5 | 4 | 29 | 11 | -26 | -11
COc1ccc(NC(=O)NCCCN2CCCCC2C)cc1 (centres undefined) | -3 | 6 | 13 | -27 | -1 | 8 | -13 | 4 | -17 | 1 | -24
CCCN1CCC(C(=O)NC(c2ccc(Cl)cc2)c2ccsc2)CC1 (centres undefined) | -6 | -6 | 0 | -10 | 13 | x | -15 | -10 | -4 | 10 | -7
COc1ccc(OCC(=O)NNC(=O)C(=O)Nc2cc(OC)ccc2OC)cc1 | 3 | -3 | -8 | 17 | -8 | -4 | -7 | 0 | -8 | -5 | -10
O=C(NN1CCCCC1)NN1CCCCC1 | 14 | 2 | 1 | -12 | -9 | x | -11 | 1 | 9 | -9 | 10
Cc1ccc(NC2c3ncccc3C(=O)N2Cc2ccco2)c(C)c1 (centres undefined) | -4 | 15 | -12 | 6 | 0 | 6 | 2 | 18 | 10 | 12 | 11
Cc1cccc2sc(NNC(=O)c3ccc4c(c3)OCCO4)nc12 | 1 | -1 | -26 | 15 | 4 | -5 | 1 | -25 | 11 | -16 | -45
Cc1ccc(Nc2nc(-c3sc(NC(=O)c4ccco4)nc3C)cs2)cc1 | 4 | -3 | -2 | 9 | -1 | -6 | -10 | -36 | 17 | -12 | -20
O=C(O)c1cncc(C#CCC2CCCCC2)c1 | -57 | -54 | -69 | -92 | -26 | -33 | -10 | -32 | 0 | -6 | -51
CCC/C(O)=C1\C(=O)CC(C)(C)CC1=Nc1ccc(OC)cc1 | 5 | 8 | 8 | -6 | -11 | -1 | -10 | -8 | 3 | -1 | 23
Cc1ccc(SCc2ccc(C(=O)Nc3ccccc3Br)cc2)cc1 | -3 | 4 | -14 | -5 | -12 | 0 | -2 | -39 | -14 | -12 | 21
C[C@H](NS(=O)(=O)c1ccc2c(c1)OCCCO2)C(=O)N1CCN(Cc2ccccc2)CC1 | -9 | 8 | 12 | 3 | -5 | -3 | -2 | -9 | 9 | 6 | 18
COc1ccc(N(CC(=O)NCCSc2ccccn2)S(C)(=O)=O)cc1 | -6 | 1 | 0 | -38 | -1 | -4 | -6 | 5 | 0 | 5 | 15
CCCCOc1ccc(Cl)cc1Nc1nc(NCCO)nc(N2CCCC2)n1 | -4 | 3 | -4 | 20 | -2 | 2 | 1 | 6 | -7 | -3 | -2
CCOc1ccc(NC2=C(OC)C(=O)c3ccccc3C2=O)cc1 | -12 | -2 | -25 | -55 | -22 | -5 | 12 | -57 | 32 | 0 | -24
O=[N+]([O-])c1ccc(Cl)c(S(=O)(=O)Nc2cccc(-c3ccc(N4CCCC4)nn3)c2)c1 | -11 | -26 | -190 | -50 | -13 | -14 | 24 | -20 | -27 | -1 | -51
CCCCNC(=O)CSc1nccn1Cc1ccccc1 | 11 | -2 | -6 | -3 | -13 | -2 | -9 | 9 | -5 | -4 | -8
C/C(=N\Nc1nc(N)cc(Cl)n1)c1cccc(N)c1 | -39 | -55 | -78 | -107 | 20 | 1 | 4 | -33 | -2 | -2 | -68
Cc1ccccc1OCC(=O)N1CCc2ccccc2C1 | -30 | -6 | -25 | -30 | -8 | -9 | 11 | -24 | -6 | 3 | -27

Part of the list above in order of molar mass, low to high:
SMILES | COUP-TFII inh | NCOA3 inh | NCOA1 inh | LRH-1 inv ag | TWEAK-Fn14 inh | EBV LMP1 NFkB | TRAIL sens C8 | TROY NFkB inh | CF NFkB inh | KKLEB cytotox | SRC2 inh
Cc1ccccc1OCC(=O)N1CCc2ccccc2C1 | -30 | -6 | -25 | -30 | -8 | -9 | 11 | -24 | -6 | 3 | -27
COc1ccc(NC(=O)NCCCN2CCCCC2C)cc1 (centres undefined) | -3 | 6 | 13 | -27 | -1 | 8 | -13 | 4 | -17 | 1 | -24
CN(Cc1ccccc1)C(=O)COC(=O)c1cc(NS(=O)(=O)c2cccs2)ccc1O | 8 | -2 | 5 | -3 | 42 | 5 | 4 | 29 | 11 | -26 | -11
